# Screening data (PubChem BioAssay)
# Nrf2 block: Nrf2 qHTS screen for inhibitors | A549 ARE-Fluc reporter, luciferase luminescence, 18-24 h | AID 504444, 2011 | 360,000 compounds, 2.1% hits | Potency, µM (highest dose often 46 µM), inactives show top-dose activity change, negative = inhibition, hits mostly inhibitors; note: potency is the fitted concentration of half-maximal effect; % is set by controls: 0 for no effect and ±100 for the full control effect; nearly all actives have a fitted effect of over 60% in size
#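 Reporter: ARE-Fluc in A549. Exposure: 18-24 h, 37 °C, 5% CO2, 5% FBS OPTI-MEM. Readouts: fluorescent cytotoxicity (CellTiter-Fluor), then luminescent Nrf2 signal after BugLite.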
# S2 tox: Viability Counterscreen for Primary qHTS for Inhibitors of ATXN expression; S2 cells (HEK-293 line with an ATXN2-luciferase reporter) viability, CellTiter-Fluor protease fluorescence, 24 h; Potency, µM (series often up to 56.7 µM), hits mostly cytotoxic; 400,000 compounds, 0.49% hits; note: potency is the fitted concentration of half-maximal effect; nearly all actives have a fitted effect of over 40% in size
# ATXN2 expr inh: Primary qHTS for Inhibitors of ATXN expression. HEK-293 ATXN2-luciferase reporter, luminescence, 24 h. Potency, µM (series often up to 57 µM), inactives show at the top dose activity change, negative = inhibition, hits mostly inhibitors. 360,000 compounds, 0.72% hits. AID 1745845, 2022; note: potency is the fitted concentration of half-maximal effect; % is set by controls: 0 for no effect and ±100 for the full control effect; nearly all actives have a fitted effect of over 55% in size
#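 ATXN2-luciferase reporter cells (luciferase flanked by upstream and downstream ATXN2 gene portions) were treated 24 h at 37 °C with compounds at up to 57 uM. SteadyGlo luminescence gave expression; GF-AFC fluorescence gave viability.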
# IL-1B inflam inh: qHTS for Inhibitors of Inflammasome Signaling: IL-1-beta AlphaLISA Primary Screen | THP-1 LPS/ATP IL-1B secretion, AlphaLISA, 16 h; stronger effect = lower value | 360,000 compounds, 4.7% hits | activity change, % at 57.5 µM | AID 743279, 2014; in the data active = activity change below about -50%; inconclusive = mostly about -30% to -49%; note: % is set by controls: 0 for no effect and ±100 for the full control effect
#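 Secreted IL-1B measured by AlphaLISA bead assay after 16 h compound exposure of THP-1 cells; compounds (final up to 57.5 uM) added 1 h before LPS (250 ng/mL) and ATP (1.25 mM) stimulation; lower signal means less secretion.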
# Nrf2 activator: qHTS of Nrf2 Activators | AREc32 ARE-luciferase reporter (MCF7-derived line), luminescence, 24 h | Potency, µM (titrated, usually from 46.1 µM), without a hit: top-dose activation, actives largely listed as activators | 410,000 compounds, 0.31% hits; note: potency is the fitted concentration of half-maximal effect; % of control where 0% means no effect; nearly all actives have a fitted effect of over 65% in size
#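 Cells of the AREc32 ARE-luciferase line are plated in OPTI-MEM containing 5% FBS and left overnight at 37 deg C. Compounds are pinned in, incubation continues 24 hr, and firefly luciferase signal is then measured.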
# TGFb inhibitor: qHTS for Inhibitors of TGF-b; 410,000 compounds, 1.2% hits; HepG2 CAGA-GFP TGF-b/SMAD3 reporter, GFP fluorescence, 18 h; TGF-beta stimulated, 500 pg/mL final; Potency, µM (highest dose often 46.1 µM), inactives show at the highest dose activity, negative = inhibition, actives largely listed as inhibitors; AID 588855, 2011; note: potency is the fitted concentration of half-maximal effect; % is set by controls: 0 for no effect and ±100 for the full control effect; nearly all actives have a fitted effect of over 65% in size
#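 GFP signal (ex488/em500-530) from TGF-beta-stimulated HEPG2 CAGA-GFP cells, 500 pg/mL final, 18 h at 37 degrees C in DMEM plus 1% FBS, normalized to unstimulated and DMSO-stimulated controls.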
# HepG2 viability: qHTS for Inhibitors of TGF-b: Cytotox Counterscreen; HepG2 CAGA-GFP viability, ATP luminescence, 18 h; AID 588856, 2011; 410,000 compounds, 0.76% hits; Potency, µM (series often up to 46.1 µM), for inactives: top-dose activity change, negative = cytotoxicity, hits mostly cytotoxic; note: potency is the fitted concentration of half-maximal effect; some results filed as inactive show a strong effect at the top dose
#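 HepG2 CAGA-GFP cells (1000/well, DMEM with 1% FBS) received compound, then TGF-beta at 500 pg/mL final, and were incubated 18 hours at 37 degrees C. Viability was read by CellTiter-Glo luminescence. Media-only wells were set as complete cell-killing and DMSO as no toxicity.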
# A549 tox: Nrf2 qHTS screen for inhibitors: counterscreen for cytotoxicity; A549 ARE-Fluc cells, CellTiter-Fluor viability, 18-24 h; Potency, µM (top dose mostly 46 µM), for the others: at the highest dose activity change, negative = cytotoxicity, actives largely listed as inhibitors; 390,000 compounds, 0.16% hits; AID 504648, 2011; note: potency is the fitted concentration of half-maximal effect; % is set by controls: 0 for no effect and ±100 for the full control effect
#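 Cytotoxicity counterscreen: CellTiter-Fluor fluorescence was measured in A549 ARE_Fluc cells after 18-24 h of compound exposure in a concentration series. The subsequent BugLite luminescent read reports ARE-luciferase activity.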
# MCF10A rerep: A quantitative high throughput screen for small molecules that induce DNA re-replication in MCF 10a normal breast cells; 350,000 compounds, 2.9% hits; MCF 10A DNA re-replication, Hoechst nuclear intensity, 48 h; Potency, µM (series often up to 46.1 µM), inactives show top-dose activity, positive = re-replication, most hits filed as activators; AID 624296, 2012; note: potency is the fitted concentration of half-maximal effect; % of control where 0% means no effect; nearly all actives have a fitted effect of over 50% in size
# Starred values were filed as active, the others as inactive; i = inactive; u = inconclusive; x = not tested or not shown; [ ] = dose if it differs, or a comment. Unless noted, calls come from the whole dose curve; as a rule, active = well fitted curve in the direction sought with a large enough effect; inconclusive = small, poorly fitted or top-dose-only effect, or another doubt; inactive = no such curve, though single readings can be large; an effect the other way counts as inactive or inconclusive.
SMILES,Nrf2 block,S2 tox,ATXN2 expr inh,IL-1B inflam inh,Nrf2 activator,TGFb inhibitor,HepG2 viability,A549 tox,MCF10A rerep
CCCn1c(=O)c(C(=O)NCc2ccco2)c(O)c2ccccc21,u,i,x,-10,u,-7%,-2%,15%,u
Cc1cccc(C(=O)N/N=C/c2ccc(OCC(=O)N3CCCCC3)cc2)c1,0%,i,15%,10,-0.4%,1%,-8%,-2%,15%
Cc1cc(C(=O)OCC(=O)NCc2ccc(Cl)cc2Cl)c(C)o1,-11%,i,-9%,-10,-1.8%,18%,8%,0%,1%
COc1cccc(CNC(=O)CNC(=O)N2CC(=O)Nc3ccccc32)c1,10%,i,4%,36,4.9%,-6%,3%,1%,u
O=C(/C=C/c1cccs1)c1ccc(Br)cc1,-2%,i,7%,u,u,u,-32%,-9%,1%
CC(=O)Nc1ccc(NC(=O)C2CCCCN2S(=O)(=O)c2ccc(C(C)(C)C)cc2)cc1 (stereo unspecified),u,u,32%,13,3.3%,5%,-2%,-2%,12%
COc1ccc(NS(=O)(=O)c2cc(NC(=O)c3ccco3)ccc2N2CCCCC2)cc1,u,i,-31%,0,1.6%,-12%,-30%,4%,u
Cc1cccc(OCC(=O)Nc2ccc(-c3nc4ccccc4o3)cc2)c1C,21µM*,i,9%,x,4.8%,2%,3%,-3%,x
COc1ccc(C(=O)N2CCCC(CO)C2)cc1OC1CCN(C(C)C)CC1 (stereo unspecified),x,u,x,10,-1.0%,-15%,1%,x,x
COc1ccc(CCNc2ncnc3c2oc2ccccc23)cc1OC,5.2µM*,x,28µM*,-90*,2.8%,u,-41%,-8%,5%
CCOc1ccc(CNS(=O)(=O)c2c(C)nc3sccn3c2=O)cc1OC,1%,i,4%,12,0.2%,-33%,-2%,0%,0%
COc1cc2oc(=O)cc(CN3CCCCC3)c2cc1Cl,x,i,11%,8,-0.6%,4%,2%,x,x
CC(=O)Nc1ccc(C(=O)OCC(=O)NCc2ccc3c(c2)OCO3)cc1,1%,i,5%,9,0.1%,11%,-4%,0%,0%
CC1(C)CC(=O)c2sc(NS(=O)(=O)Cc3ccccc3)nc2C1,28%,u,29%,9,9.8%,-7%,-46%,-2%,-2%
O=C1CCCN1CCCNc1ccc2nnc(CCC(=O)N3CCN(c4ccccc4)CC3)n2n1,15%,u,x,-3,-0.5%,6%,2%,1%,-7%
O=C(CSc1ccccc1)Nc1ccc(S(=O)(=O)Nc2ncccn2)cc1,10%,i,7%,34,0.4%,5%,-22%,-4%,6%
Cc1ccc(CN(Cc2ccco2)C(=O)COc2cc(C)c(Cl)c(C)c2)cc1,u,i,-30%,x,6.3%,u,-52%,1%,x
O=C(NCc1cccnc1)c1cccc(NC(=O)c2ccco2)c1,-2%,i,-11%,15,3.2%,13%,2%,1%,14%
Cn1c(=O)c(C(=O)CN2CCCCC2)c(N)n(Cc2ccccc2)c1=O,0%,i,-3%,6,-0.3%,8%,23%,0%,u
COc1cc(C(c2c(C)[nH][nH]c2=O)c2c(C)[nH][nH]c2=O)ccc1OS(=O)(=O)c1ccc(C)cc1,u,i,4%,-19,3.4%,0%,-32%,-1%,-2%
COc1ccc(NC(=O)CN(C)C(=O)C2=NN(c3ccccc3)C(=O)CC2)cc1,-6%,u,x,17,-0.7%,-3%,-15%,-1%,10%
COc1ccc(CCC(=O)OCC(=O)N(C)c2c(N)n(Cc3ccccc3)c(=O)[nH]c2=O)cc1,8%,i,-1%,10,-0.1%,-8%,1%,19%,-1%
Cc1ccc(CNC(=O)CCc2nc3cccnc3n2Cc2ccccc2)cc1,-16%,i,-1%,x,4.7%,-3%,-19%,-7%,x
C/C(=N/NS(=O)(=O)c1ccc(Cl)cc1)c1ccncc1,-4%,i,4%,-1,-0.4%,-10%,-14%,-6%,-22%
COc1ccc(S(=O)(=O)NCc2cccnc2)cc1NC(=O)c1ccc(Cl)cc1,-1%,i,1%,5,-0.5%,-9%,13%,1%,4%
O=c1ccc2cc(S(=O)(=O)N3CCN(c4ccccc4)CC3)ccc2[nH]1,-3%,i,-18%,2,0.1%,12%,-1%,1%,-1%
CC(=O)c1cccc(NC(=O)C2C3C=CC(C3=C(c3ccccc3)c3ccccc3)C2C(=O)O)c1 (stereo unspecified),-3%,i,x,11,-0.3%,-15%,-8%,9%,u
Cn1cc(-c2coc3c(C(=O)NCc4cccs4)cccc23)cn1,x,i,-2%,-9,6.9%,-9%,-24%,x,x
CCOc1ccc(-n2c(=O)c3sccc3n(CC(=O)NCc3ccco3)c2=O)cc1,-9%,i,0%,0,0.2%,2%,1%,-5%,-9%
CC1(C)CCc2cc(CN3CCN(c4ccccn4)CC3)ccc2O1,10%,i,-10%,-17,1.6%,1%,-26%,-2%,u
CC(C)(C)NC(=O)NC(=O)CN1CCN(Cc2ccccc2)CC1,-9%,i,x,-13,0.5%,-1%,8%,-3%,2%
CC(C)CC(=O)Nc1nnc(CCc2ccccc2)s1,7%,i,x,10,4.8%,-3%,-3%,-10%,-1%
Cc1ccccc1CSc1ccc(S(=O)(=O)N2CCCC2)cn1,-9%,i,-7%,-12,0.8%,u,-22%,1%,14%
CCN(CC)CCN1C(=O)C(=O)/C(=C(/O)c2ccc(OC(C)C)cc2)C1c1ccncc1 (stereo unspecified),x,u,1%,5,2.9%,-26%,1%,-6%,-8%
COc1ccc(OCC(=O)N2CCN(S(=O)(=O)c3ccc(Cl)cc3)CC2)cc1,-11%,i,-1%,0,0.0%,2%,9%,0%,-1%
Cc1nc2ccccc2c(C)c1CC(=O)N(C)CC(=O)Nc1cccc(F)c1,4%,i,-25%,-8,2.5%,-1%,6%,1%,-6%
CC1=CC(=O)CC(C)(C)[C@@]1(O)/C=C/[C@@H](C)O[C@@H]1O[C@H](CO)[C@@H](O)[C@H](O)[C@H]1O,-5%,i,-6%,-6,-0.4%,5%,10%,2%,1%
COc1ccc(CCNC(=O)CCCCCNc2nc(=S)[nH]c3ccccc23)cc1OC,-20%,i,-14%,-9,0.0%,8%,1%,0%,10%
Cc1cc(NC(=O)CS(=O)(=O)Cc2ccccc2)no1,26%,i,-2%,27,-0.3%,0%,-3%,6%,-5%
O=C(O)c1ccc(N/N=C/c2cccc(C(F)(F)F)c2)cc1,u,i,95%[activator],81,0.3%,-6%,10%,0%,u
Cc1ccnc(SC2CC(=O)N(c3ccc(Cl)cc3)C2=O)n1 (stereo unspecified),4%,i,x,15,3.2%,-14%,-27%,1%,16%
Cc1cccc(C)c1-n1c(SCC(=O)NCc2ccco2)nc2ccccc2c1=O,x,i,3%,-7,-0.2%,0%,-1%,-2%,28%
C[C@H](NC(=O)OC(C)(C)C)C(=O)N/N=C/c1ccc2nccnc2c1,16%,i,x,5,-0.9%,-3%,8%,-1%,0%
CCCC1CCC(c2ccc(/C(N)=N/O)cc2)CC1 (stereo unspecified),-15%,i,-17%,u,-0.2%,-20%,13%,-1%,-1%
CCOC(=O)C1=C(C)NC(=O)NC1c1c(O)ccc2ccccc12 (stereo unspecified),-4%,i,-4%,16,2.1%,0%,-11%,1%,-9%
Cc1ccc(C(=O)N/N=C/c2c(O)ccc3ccccc23)cn1,-16%,i,x,95,0.0%,u,4%,1%,24%
O=C(COC(=O)Cc1ccccc1[N+](=O)[O-])NNC(=O)c1ccc([N+](=O)[O-])cc1,2%,i,-4%,0,-0.7%,-6%,-17%,2%,6%
CCC(C)NS(=O)(=O)c1ccc(-c2csnn2)s1 (stereo unspecified),-10%,i,2%,-2,3.0%,-2%,-12%,1%,1%
CCOc1ccc(CCNC(=O)Cn2nnc(-c3ccc(C(F)(F)F)cc3)n2)cc1OCC,-15%,i,-7%,x,-0.7%,-12%,-6%,4%,x
CCOc1ccc(-c2cn(-c3cccc(SC)c3)c(=O)[nH]2)cc1,-8%,i,7%,10,0.2%,1%,-12%,-6%,u
# More compounds follow:
SMILES,Nrf2 block,S2 tox,ATXN2 expr inh,IL-1B inflam inh,Nrf2 activator,TGFb inhibitor,HepG2 viability,A549 tox,MCF10A rerep
CCOC(=O)N1CCC(NC(=O)CN2C(=O)COc3ccc(C(C)(C)C)cc32)CC1,-1%,u,3%,-18,-0.1%,u,5%,-1%,-7%
O=C(Cc1ccc(S(=O)(=O)N2CCOCC2)s1)N1CCN(S(=O)(=O)c2ccccc2F)CC1,-23%,i,1%,-16,-0.1%,-13%,-19%,5%,u
COc1ccc(N(C(=O)C(C)C)S(=O)(=O)c2cccc([N+](=O)[O-])c2)cc1,7%,i,-18%[11.3 µM],11,8.4%,-19%,-27%,7%,-2%
Cc1ccc(CSCCNS(=O)(=O)c2ccc(C)cc2)cc1,7%,i,-8%,-7,-0.6%,-11%,-1%,2%,u
CCC(=O)N1CCc2cc(Br)cc(S(=O)(=O)CCC(=O)NCc3ccc(F)cc3)c21,6%[9.27 µM],u,-8%,x,0.1%,u,-24%,1%,x
Cc1ccc(C(=O)NCCCNC(=O)c2ccccc2F)cn1,1%,i,-6%,20,0.3%,-16%,0%,-4%,-2%
COc1ccc(S(=O)(=O)NC2(C(F)(F)F)N=C3SCCN3C2=O)cc1 (stereo unspecified),1%,i,-1%,5,-0.1%,-6%,-1%,2%,0%
